TEAD-YAP inh: TEAD-YAP interaction inhibition. HEK-TIYL cells, TEAD-Gal4/YAP UAS-luciferase luminescence. inhibition, % at 9.12 µM. actives 1.4% (n = 640,000); in the data active means inhibition above about 32%;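 further: 0% = median of test compound wells and 100% = reference inhibitor wells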
GPR151 ag: activators of human GPR151; actives 1% (n = 650,000); PathHunter beta-arrestin GPR151 cells, luminescence; Q8TDV0; AID 1508602; activation, % at 11.2 µM; in the data active means activation above about 4.9%;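 further: 0% = median of compound wells and 100% = cells with positive control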
Target sequence (Q8TDV0 whole entry, looked up): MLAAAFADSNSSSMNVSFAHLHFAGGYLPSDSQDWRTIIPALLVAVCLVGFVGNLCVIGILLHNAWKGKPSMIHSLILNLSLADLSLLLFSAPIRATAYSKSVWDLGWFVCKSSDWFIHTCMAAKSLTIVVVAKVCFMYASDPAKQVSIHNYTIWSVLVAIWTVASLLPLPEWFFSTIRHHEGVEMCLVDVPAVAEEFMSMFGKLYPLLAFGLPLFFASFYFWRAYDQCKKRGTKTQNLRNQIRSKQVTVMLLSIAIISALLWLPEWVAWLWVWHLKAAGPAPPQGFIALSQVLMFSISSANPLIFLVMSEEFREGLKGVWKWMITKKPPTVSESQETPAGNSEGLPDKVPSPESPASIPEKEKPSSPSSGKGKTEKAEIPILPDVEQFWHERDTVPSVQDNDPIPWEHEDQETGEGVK
MITF inh: inhibitors of human MITF; AlphaScreen MITF homodimerization, bead proximity signal; AID 1259374; actives 0.91% (n = 650,000); inhibition, % at 2.6 µM; in the data active means inhibition above about 50%;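 further: 0% = vehicle wells with protein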
Target sequence (O75030 whole entry, looked up): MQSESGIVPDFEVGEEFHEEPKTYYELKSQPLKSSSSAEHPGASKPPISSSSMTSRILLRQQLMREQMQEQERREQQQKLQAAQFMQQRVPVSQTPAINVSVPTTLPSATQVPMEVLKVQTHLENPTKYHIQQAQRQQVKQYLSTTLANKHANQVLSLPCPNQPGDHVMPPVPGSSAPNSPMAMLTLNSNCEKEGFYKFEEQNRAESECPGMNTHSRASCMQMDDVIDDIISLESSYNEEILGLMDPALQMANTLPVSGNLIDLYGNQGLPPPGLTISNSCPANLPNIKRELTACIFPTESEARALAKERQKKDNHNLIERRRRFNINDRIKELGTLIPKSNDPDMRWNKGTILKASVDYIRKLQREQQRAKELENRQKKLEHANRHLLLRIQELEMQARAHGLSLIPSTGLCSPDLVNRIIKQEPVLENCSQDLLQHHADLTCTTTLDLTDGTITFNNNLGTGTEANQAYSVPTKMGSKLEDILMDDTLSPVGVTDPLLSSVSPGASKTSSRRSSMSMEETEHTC
FBW7 activator: activators of human E3 ligase FBW7; Q969H0; AlphaScreen FBW7–phospho-cyclin E peptide binding, activator screen; normalized activity (activation), % at 26.1 µM; actives 0.13% (n = 650,000); in the data active means normalized activity above about 1.9%;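 further: purified mutant Fbw7 with reduced substrate affinity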
Numbers without * were called inactive.

For Cn1c(=O)c2c(nc(SCc3ccc(Cl)cc3)n2C)n(C)c1=O the results were TEAD-YAP inh -1, GPR151 ag -1.7, MITF inh 9 and FBW7 activator 0.1.
For CC1=C(C(=O)OCc2ccccc2)C(c2ccccc2O)NC(=O)N1 (stereo not given) the results were TEAD-YAP inh 8, GPR151 ag 0.7, MITF inh 15 and FBW7 activator -0.2.
For CC(=O)Oc1ccc(CC(=O)Nc2ccc(O)c(-c3nc4ccccc4o3)c2)cc1 the results were TEAD-YAP inh -2, GPR151 ag -0.1, MITF inh -17 and FBW7 activator 0.2.
Screening O=C(NCCCO)C(=O)Nc1cccc(Cl)c1 returned TEAD-YAP inh -23, GPR151 ag -0.2, MITF inh 5 and FBW7 activator 0.0.
For COc1cc(Br)ccc1OCC(=O)N/N=C/c1cccc([N+](=O)[O-])c1O the results were TEAD-YAP inh 3, GPR151 ag 0.6, MITF inh 2 and FBW7 activator -0.4.
Screening O=C(CC[C@H]1CN(Cc2cccnc2)CC[C@H]1N1CCCC1)Nc1ccc(Cl)cc1 returned TEAD-YAP inh 9, GPR151 ag 0.8, MITF inh -3 and FBW7 activator 0.2.
`CCn1ncc(CN2CCN(Cc3ccc(C)cc3)C(CCO)C2)c1C` (stereo not given) gave TEAD-YAP inh -3, GPR151 ag 0.4, MITF inh 1 and FBW7 activator 0.3.
`COc1cc(OC)c(OC)cc1/C=C(\C#N)C(=O)Nc1ccc([N+](=O)[O-])cc1O` gave TEAD-YAP inh 1, GPR151 ag -0.5, MITF inh 17 and FBW7 activator 0.3.
COC(=O)c1cnn(C(=O)c2ccc(N(C)C)cc2)c1N was read as TEAD-YAP inh -6, GPR151 ag -1.4, MITF inh 1 and FBW7 activator -0.1.
For CCOCCn1c(=NC(=O)c2ccc([N+](=O)[O-])o2)sc2cc(S(C)(=O)=O)ccc21 the results were TEAD-YAP inh 3, GPR151 ag 0.3, MITF inh -11 and FBW7 activator -0.1.
Screening Cc1nc(CNC(=O)Cn2cc(NC(=O)CCOc3ccccc3)cn2)cs1 returned TEAD-YAP inh 7, GPR151 ag 1.1, MITF inh 50 and FBW7 activator 0.0.
`CC1(C)CC(=O)C2=C(C1)N1C(=C(C#N)C2c2ccccc2)NC(=O)c2c1sc1c2CCCC1` (stereo not given) gave TEAD-YAP inh 5, GPR151 ag 0.8, MITF inh 14 and FBW7 activator 0.3.
N#Cc1cccc(CN2C(=O)C(F)(F)Oc3ccccc32)c1 was read as TEAD-YAP inh 0, GPR151 ag -0.7, MITF inh -9 and FBW7 activator 0.3.
Cn1nc(CCC(=O)O)c2ccccc2c1=O was read as TEAD-YAP inh 3, GPR151 ag 3.3, MITF inh 7 and FBW7 activator 0.1.
Screening O=C1N(CC2CC2)CCN1c1ccc(C(F)(F)F)cn1 returned TEAD-YAP inh -51, GPR151 ag 0.6, MITF inh 55* and FBW7 activator 0.5.
`CN(CC(O)c1ccccc1)C1CCC(=O)N(Cc2cccc(C(F)(F)F)c2)CC1` (stereo not given) gave TEAD-YAP inh -3, GPR151 ag 1.5, MITF inh -3 and FBW7 activator 0.0.
For COc1ccc(C2=NOC(CNC(=S)NCc3ccco3)C2)cc1 (stereo not given) the results were TEAD-YAP inh 2, GPR151 ag -0.6, MITF inh -4 and FBW7 activator 0.0.
Screening Cc1nc(CCNC(=O)c2ccccc2)cs1 returned TEAD-YAP inh -19, GPR151 ag 1.2, MITF inh -19 and FBW7 activator 0.5.
For COc1cc(-c2n[nH]c(=S)n2C2CCCCC2)cc(OC)c1OC the results were TEAD-YAP inh -1, GPR151 ag -0.4, MITF inh -3 and FBW7 activator -0.1.
Cc1ccc2nc(/C(C#N)=C/c3ccc(C(=O)O)cc3)[nH]c2c1 was read as TEAD-YAP inh -3, GPR151 ag -1.2, MITF inh 8 and FBW7 activator 0.1.
`O=S(=O)(Oc1cccc2cccnc12)N1CCOCC1` gave TEAD-YAP inh -14, GPR151 ag 2.0, MITF inh 0 and FBW7 activator 0.0.
Screening CN(CCC#N)CC(=O)Nc1cc(C(F)(F)F)cc(C(F)(F)F)c1 returned TEAD-YAP inh 9, GPR151 ag -0.7, MITF inh -8 and FBW7 activator 0.7.
Screening CCOc1cc(/C=C2/C(=N)N3N=C(CC)SC3=NC2=O)cc(Cl)c1OCCOc1ccccc1 returned TEAD-YAP inh -11, GPR151 ag -0.7, MITF inh -14 and FBW7 activator 0.5.
Screening COc1cc(/C=C2/C(=O)N(c3ccc(Br)cc3)N=C2C)ccc1OCc1ccccc1 returned TEAD-YAP inh -6, GPR151 ag -0.3, MITF inh -5 and FBW7 activator 0.0.
For O=C(NC1CCCCCC1)c1cn(-c2ccc(Cl)cc2)c(=O)c2ccccc12 the results were TEAD-YAP inh -5, GPR151 ag -0.7, MITF inh 4 and FBW7 activator 0.0.
CCCC(=O)OCC(=O)c1[nH]c(C)c(C(C)=O)c1C was read as TEAD-YAP inh 2, GPR151 ag -0.7, MITF inh -15 and FBW7 activator 0.6.
For O=C(Cc1ccsc1)N1CCOc2ccc(CN3CCN(c4ncccn4)CC3)cc2C1 the results were TEAD-YAP inh 15, GPR151 ag 0.3, MITF inh 2 and FBW7 activator 0.0.
CC(C)C(NC(=O)c1ccc(Cl)cc1Cl)c1n[nH]c(=S)n1C (stereo not given) was read as TEAD-YAP inh -8, GPR151 ag -1.4, MITF inh 15 and FBW7 activator 0.7.
`O=C(Cn1cc2c(n1)CCCC2)Nc1ccc2c(c1)OCCO2` gave TEAD-YAP inh -5, GPR151 ag -0.3, MITF inh 0 and FBW7 activator -0.1.
For COc1ccc(C2=NN(C(=O)CSc3nnc(CNC(=O)c4cc(OC)cc(OC)c4)n3C)C(c3ccc(OC)cc3)C2)cc1 (stereo not given) the results were TEAD-YAP inh 2, GPR151 ag -1.3, MITF inh -10 and FBW7 activator -0.1.
For COCCCNC(=S)N1CCC(C(=O)c2ccc(C)cc2)CC1 the results were TEAD-YAP inh 3, GPR151 ag -1.2, MITF inh -5 and FBW7 activator -0.1.
Screening Cc1cc(S(=O)(=O)N2CCCC(CNC(=O)c3cc4ccccc4[nH]3)C2)c(C)s1 (stereo not given) returned TEAD-YAP inh 0, GPR151 ag 6.2*, MITF inh 9 and FBW7 activator -0.2.
For O=C(CC(SCc1ccco1)c1ccc(C(F)(F)F)cc1)c1ccco1 (stereo not given) the results were TEAD-YAP inh -3, GPR151 ag -1.7, MITF inh 12 and FBW7 activator 1.3.
`COc1ccc(OCCn2c(-c3ccc(Cl)cc3)nc3ccccc3c2=O)cc1` gave TEAD-YAP inh -10, GPR151 ag -1.1, MITF inh -3 and FBW7 activator 0.0.
`O=C(CN(C(=O)c1ccc2c(c1)OCCO2)c1ccccc1)NCC1CCCO1` (stereo not given) gave TEAD-YAP inh 1, GPR151 ag 1.0, MITF inh -2 and FBW7 activator 0.2.
For CCCCOC(=O)Nc1nnc(CC(=O)NCc2ccccc2)s1 the results were TEAD-YAP inh -12, GPR151 ag -1.7, MITF inh -20 and FBW7 activator 0.1.
`CN1CCCN(C(=O)C2CC23CCN(Cc2cccn2-c2ccc(Cl)cn2)CC3)CC1` (stereo not given) gave TEAD-YAP inh 2, GPR151 ag 0.9, MITF inh 8 and FBW7 activator 0.0.
For COCCn1c(C)cc(C(=O)CSc2nc(C)c(C)c(C)n2)c1C the results were TEAD-YAP inh -5, GPR151 ag 1.1, MITF inh 6 and FBW7 activator -0.1.
`CCOC(=O)c1c(NC(=O)CCN2C(=O)c3ccccc3C2=O)sc(C)c1C` gave TEAD-YAP inh 1, GPR151 ag 2.9, MITF inh -4 and FBW7 activator -0.1.
`CN1C(C(=O)N2CCOCC2)=CC(c2ccc(F)cc2)=NS1(=O)=O` gave TEAD-YAP inh -2, GPR151 ag -0.3, MITF inh -2 and FBW7 activator -0.1.
Screening CN1C(=O)c2cccc(NC(=O)c3ccc(C#N)cc3)c2C1=O returned TEAD-YAP inh -4, GPR151 ag 0.0, MITF inh 3 and FBW7 activator -0.1.
Screening CCOC(=O)c1c(N=CN(C)C)c(C#N)c2n1CCC2 returned TEAD-YAP inh -3, GPR151 ag 0.7, MITF inh -11 and FBW7 activator 0.2.
O=C(CN1CCN(c2ccccn2)CC1)Nc1ccc(OCc2ccccc2)cc1 was read as TEAD-YAP inh 13, GPR151 ag -0.2, MITF inh 19 and FBW7 activator 0.1.
Screening COCCNC(=O)Cn1nc2c3c4c(sc3nc(C)n2c1=O)CC(C)CC4 (stereo not given) returned TEAD-YAP inh 2, GPR151 ag -2.1, MITF inh 15 and FBW7 activator 0.3.
Screening O=C(c1ccc(Br)o1)N1CCCCCC1 returned TEAD-YAP inh 9, GPR151 ag -0.9, MITF inh 11 and FBW7 activator 0.0.
Screening CC(C)CC(C(=O)O)N1C(=O)c2cccc3cccc(c23)C1=O (stereo not given) returned TEAD-YAP inh 1, GPR151 ag -0.5, MITF inh 16 and FBW7 activator 0.1.
For C[C@@H](C(=O)Nc1nnc(SCc2ccc(F)cc2)s1)N1C(=O)C2CC=CCC2C1=O (stereo not given in full) the results were TEAD-YAP inh 15, GPR151 ag 1.1, MITF inh -6 and FBW7 activator 0.0.
For CC(=O)N1C(=O)CC(C)N(C(C)=O)c2ccc([N+](=O)[O-])cc21 (stereo not given) the results were TEAD-YAP inh -2, GPR151 ag -0.3, MITF inh -4 and FBW7 activator -0.1.
COc1ccc(C(NC(=O)c2cnc3scc(C)n3c2=O)C(F)(F)F)cc1 (stereo not given) was read as TEAD-YAP inh -1, GPR151 ag 2.6, MITF inh 13 and FBW7 activator 0.3.
For CN(C)C(=O)C1C2NC(=S)N(c3ccc(Br)cc3)C1(C)Oc1ccc(Br)cc12 (stereo not given) the results were TEAD-YAP inh 12, GPR151 ag -0.6, MITF inh 50 and FBW7 activator 0.3.
For CCN(CCCNC(=O)CCCn1c(=S)[nH]c2cc3c(cc2c1=O)OCO3)c1cccc(C)c1 the results were TEAD-YAP inh 0, GPR151 ag 2.4, MITF inh 2 and FBW7 activator 0.0.
`O=C(Cn1nnc(-c2c[nH]c3ccccc23)n1)Nc1ccccc1F` gave TEAD-YAP inh -7, GPR151 ag 0.6, MITF inh -5 and FBW7 activator 0.0.
`Cc1nc(N2CCCCCC2)c2c3c(sc2n1)CCC3` gave TEAD-YAP inh -5, GPR151 ag 1.3, MITF inh 3 and FBW7 activator 0.1.
`O=C(Nc1ccccc1C(=O)N1CCOCC1)c1cccc(S(=O)(=O)N2CCCC2)c1` gave TEAD-YAP inh 4, GPR151 ag 0.6, MITF inh 6 and FBW7 activator -0.1.
For Nc1cc2c(cc1[N+](=O)[O-])C(=O)c1ccccc1C2=O the results were TEAD-YAP inh -65, GPR151 ag -0.6, MITF inh -4 and FBW7 activator -0.2.
Screening CCN(c1ccccc1)S(=O)(=O)c1ccc(F)c(C(=O)Nc2c(C)cccc2C)c1 returned TEAD-YAP inh 2, GPR151 ag 0.1, MITF inh 16 and FBW7 activator 0.8.
Screening CN(C)c1nc(-c2ccccc2)c2cc(Br)ccc2n1 returned TEAD-YAP inh -12, GPR151 ag -0.5, MITF inh 6 and FBW7 activator 1.4.
Screening CCOc1ccc(CN2C(=O)CCC2(C)C(=O)NC(C)CC)cc1 (stereo not given) returned TEAD-YAP inh -2, GPR151 ag -0.8, MITF inh 5 and FBW7 activator 0.0.
`Cc1cc(C=C2C(=O)NC(=O)NC2=O)c(C)n1-c1ccc(I)cc1` gave TEAD-YAP inh 1, GPR151 ag 1.2, MITF inh 3 and FBW7 activator -1.0.
For O=C(CSCc1c(F)cccc1Cl)Nc1ccccc1 the results were TEAD-YAP inh -17, GPR151 ag 2.3, MITF inh 2 and FBW7 activator 0.4.
For Cc1ccc([N+](=O)[O-])cc1NC(=O)CCCN1C(=O)c2ccccc2C1=O the results were TEAD-YAP inh 5, GPR151 ag -1.2, MITF inh 15 and FBW7 activator 0.0.

Among those listed so far, 7 contain a cyano group.
`COc1cc(OC)c(OC)cc1/C=C(\C#N)C(=O)Nc1ccc([N+](=O)[O-])cc1O` gave TEAD-YAP inh 1, GPR151 ag -0.5, MITF inh 17 and FBW7 activator 0.3.
`CC1(C)CC(=O)C2=C(C1)N1C(=C(C#N)C2c2ccccc2)NC(=O)c2c1sc1c2CCCC1` (stereo not given) gave TEAD-YAP inh 5, GPR151 ag 0.8, MITF inh 14 and FBW7 activator 0.3.
N#Cc1cccc(CN2C(=O)C(F)(F)Oc3ccccc32)c1 was read as TEAD-YAP inh 0, GPR151 ag -0.7, MITF inh -9 and FBW7 activator 0.3.
Cc1ccc2nc(/C(C#N)=C/c3ccc(C(=O)O)cc3)[nH]c2c1 was read as TEAD-YAP inh -3, GPR151 ag -1.2, MITF inh 8 and FBW7 activator 0.1.
Screening CN(CCC#N)CC(=O)Nc1cc(C(F)(F)F)cc(C(F)(F)F)c1 returned TEAD-YAP inh 9, GPR151 ag -0.7, MITF inh -8 and FBW7 activator 0.7.
Screening CN1C(=O)c2cccc(NC(=O)c3ccc(C#N)cc3)c2C1=O returned TEAD-YAP inh -4, GPR151 ag 0.0, MITF inh 3 and FBW7 activator -0.1.
Screening CCOC(=O)c1c(N=CN(C)C)c(C#N)c2n1CCC2 returned TEAD-YAP inh -3, GPR151 ag 0.7, MITF inh -11 and FBW7 activator 0.2.
